KB-V1 MDR tox: qHTS assay for MDR1-selective chemotherapeutics: Primary screen using the drug-selected MDR subline cells KB-V1; KB-V1 MDR cells viability, CellTiter-Glo, 72 h; Potency, µM (series often up to 46.1 µM), for inactives: at the highest dose activity change, negative = cytotoxicity, actives largely listed as cytotoxic; 3.4% of 400,000 active; AID 1347076, 2019; further: nearly all actives have a fitted effect of over 60% in size
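In this primary screen, KB-V1 cells overexpressing P-gp are incubated with library compounds (lowest to highest concentration) for 72 h at 37 degrees C before a luminescent ATP viability read.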
KB-3-1 tox: qHTS assay for MDR1-selective chemotherapeutics: Primary screen using the parental adenocarcinoma cell KB-3-1; KB-3-1 viability, CellTiter-Glo ATP luminescence, 72 h; Potency, µM (doses to about 46.1 µM), without a hit: top-dose activity change, negative = cytotoxic, hits mostly cytotoxic; 1.4% of 400,000 active; AID 1347075, 2019; further: nearly all actives have a fitted effect of over 60% in size
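Using CellTiter-Glo luminescence, growth of non-resistant KB-3-1 adenocarcinoma cells is assessed 72 h after pin-tool compound addition at 37 °C. Normalized responses across the concentration series yield fitted curves.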
* = called active by the depositor; u = inconclusive. The call rests on the fitted dose curve; in most records, active means well fitted cell-killing curve with a large enough effect; inconclusive means small, poorly fitted or top-dose-only effect, or effect the other way; inactive means flat fitted curve, though single readings scatter. On the % scale 0 is the no-effect control and ±100 the full control effect; potency means the concentration at half of the fitted maximal effect.

SMILES | KB-V1 MDR tox | KB-3-1 tox
COC(=O)[C@H](CC(C)C)NS(=O)(=O)NC(=O)OC(C)(C)C | -1% | -3%
Cc1ccc(CNC(=O)C(CC(C)C)N2Cc3ccccc3C2=O)cc1 (stereo not given) | 0% | 3%
CSc1ccc(-c2nc3ncccn3c2Nc2ccc(C)c(C)c2)cc1 | -3% | -3%
CCOC(=O)c1ccccc1NC(=O)CN1CCCN(Cc2cc(C)ccc2C)S1(=O)=O | -17% | 3%
NC(=O)C1CCN(S(=O)(=O)c2cc3c(cc2Cl)NC(=O)CO3)CC1 | 14% | -9%
CCc1cccc(NC(=O)CCS(=O)(=O)c2ccc3nc(C)sc3c2)c1 | -11% | 3%
COc1ccc2cc(C(=O)NCc3ccc4c(c3)CCN4C(=O)c3ccccc3)[nH]c2c1 | 20% | 12%
NC(=O)C1CCN(c2ncc(-c3cccc(N4CCOCC4)c3)s2)CC1 | -9% | 19%
Cc1ccc(S(=O)(=O)c2cn(Cc3ccccc3)c3cc(N4CCCC4)c(F)cc3c2=O)cc1 | 25% | 1%
CCc1nc2ccc(C(=O)NCc3ccc(N(C)C)cc3)cc2nc1CC | 12% | -1%
O=S(=O)(c1ccc(Br)cc1)N1CCOCC1 | 0% | 5%
COc1ccccc1/C=C/c1ccc2ccccc2n1 | 0% | -33%
CC1Cn2c(C(=O)NCc3ccccc3Cl)cc3cccc(c32)S1 (stereo not given) | -10% | -10%
COc1ccc(C(c2c(O)cc(C)n(Cc3ccco3)c2=O)N2CCCCC2)cc1OC (stereo not given) | 21% | 4%
Cc1ccc(NC(=O)C(=O)NCC(c2cccnc2)N2CCc3ccccc3C2)cc1 (stereo not given) | -13% | -22%
COc1ccc(CCC(=O)NCc2ccc3c(c2)CCN3C(=O)c2ccc(F)cc2)cc1 | -3% | 0%
Cc1ccnc(NC(=S)N2CCN(c3cccc(N(C)C)c3)CC2)c1 | 29% | 7%
CCc1cccc(C)c1Nc1c(-c2ccsc2)nc2ncccn12 | -5% | 3%
COCCn1c(C)cc(O)c(C(c2ccccc2Cl)N2CCCCC2)c1=O (stereo not given) | -16% | -2%
COc1cc2c(NC3CCN(C)CC3)nc(N3CCCN(C)CC3)nc2cc1OCCCCN | -15% | u
CCCCn1cc(S(=O)(=O)c2ccc(C)cc2)c(=O)c2cc(F)c(N3CCCCC3)cc21 | 1% | 12%
CN1CCN2c3ccccc3CC3(C(=O)OC(C)(C)OC3=O)C2C1 (stereo not given) | 14% | 0%
O=C(NCc1ccccc1Cl)C1CCC(CNS(=O)(=O)c2ccc(Cl)cc2)CC1 (stereo not given) | -8% | 2%
Cc1nc2ccc(S(=O)(=O)CCC(=O)Nc3ccc(C)c(C)c3)cc2s1 | -6% | 0%
CCNc1nc(NCc2ccco2)c2ccccc2n1 | 5% | -24%
O=C(C[n+]1cccc2cccc(O)c21)c1ccc(F)cc1 | -2% | 0%
CC(=O)Nc1ccc(NC(=O)COC(=O)c2ccccc2OCc2cccc(Br)c2)cc1 | -3% | -17%
O=[N+]([O-])c1cccc2[nH]cnc12 | 0% | -2%
O=[N+]([O-])c1ccc(/C=C/c2ccc3cccnc3c2)cc1 | -13% | -26%
CN1CCN(CCCNC(=O)c2cnn(-c3ccccc3)c2C2CCN(C(=O)OC(C)(C)C)CC2)CC1 | -1% | 9%
Cc1cc(N(C)C)ccc1/C=C/c1ccnc2ccccc12 | u | u
O=C(COc1ccccc1C(=O)Nc1ccccc1)Nc1ccccc1-c1ccccc1 | -7% | u
O=C(NCC(c1cccnc1)N1CCc2ccccc21)c1cccc(C(F)(F)F)c1 (stereo not given) | 5% | -8%
COc1ccc(C)c2sc(N(Cc3cccnc3)C(=O)C3CCCCC3)nc12 | 4% | 1%
Cc1cc(C)c2nc(N(Cc3cccnc3)C(=O)c3cccs3)sc2c1 | u | 0%
O=C(CNC(=O)C1CCCCC1)OCC(=O)c1ccccc1 | u | u
CCCCN1CC[C@H]2C=CC[C@@H](C(=O)NCc3cccnc3)[C@H]2C1=O | -13% | 2%
Cc1nn(CCCC(=O)NCc2ccc(OC(C)C)cc2)c(=O)c2c1sc1ccccc12 | 15% | -2%
CCn1cc(S(=O)(=O)c2ccc(Cl)cc2)c(=O)c2cc(F)c(N3CCOCC3)cc21 | 26% | 3%
Cc1cccc(N2CCN(C(=O)c3cc4ccc5cccnc5c4[nH]3)CC2C)c1 (stereo not given) | -13% | -11%
O=C1CCCC2=C1C1(CCSC1)N=C(Nc1nc3ccccc3o1)N2 (stereo not given) | 7% | 0%
Cc1ccccc1C(=O)Nc1ccccc1-c1nc(-c2ccccc2)no1 | 27% | 1%
O=S1(=O)N=C(Sc2ccc3c(c2)OCCO3)c2ccccc21 | 25% | 9%
CCOc1ccccc1NC(=O)CN1Cc2ccccc2C1=O | -5% | u
CCCCOc1ccc(Cn2c(=O)oc3ccc(C)cc32)cc1OC | 11% | 0%
COc1ccccc1CCNC(=O)c1ccc2c(c1)c(C)c(C)n2C | 1% | -13%
C(=Nc1cnc2ccccc2c1)c1ccncc1 | 27% | u
COC(=O)c1ccc2c(=O)n(CCCCCC(=O)NCc3ccc(Cl)cc3)c(=O)[nH]c2c1 | -6% | -26%
O=C(CCCCCn1c(=O)[nH]c2ccccc2c1=O)NCc1ccc(Cl)cc1 | 11% | -1%
Cc1cc(-c2ccc(S(=O)(=O)Nc3ccc(Br)c(C)c3)s2)on1 | 5% | -9%

Next section
SMILES | KB-V1 MDR tox | KB-3-1 tox
Cc1sc2ccccc2[n+]1CCC[n+]1c(C)sc2ccccc21 | -12% | -10%
CN(C)c1ccc(/C=C2\C=Cc3ccccc32)c(F)c1 | 0% | 0%
COc1cccc(CNC(=O)COC(=O)c2ccc(S(C)(=O)=O)c([N+](=O)[O-])c2)c1 | 5% | -22%
COc1cc(NC(=O)c2cn(C3CCCC3)c(=O)c3c2c2ccccc2n3C)cc(OC)c1OC | u | -17%
Cc1c(Cl)cccc1Nc1nc2ccc(C(=O)c3ccccc3)cc2n2cnnc12 | 2% | -7%
O=C(c1cc(-c2ccc(Br)cc2)n[nH]1)N1CCN(S(=O)(=O)c2ccc(Cl)s2)CC1 | 3% | 6%
CCN(CC)CCNC(=O)c1c2c(nc3ccccc13)C(=O)N(C1CCCCC1)C2 | 15% | u
COc1cccc(NC(=O)C2CCN(c3nn4cc(-c5ccc(F)cc5)nc4s3)CC2)c1 | 0% | -3%
Cn1c(CCNC(=O)c2ccco2)nc2cc(NC(=O)COc3ccc(Cl)cc3)ccc21 | 29% | -2%
Cc1ccc(-c2cn3c(n2)sc2cc(C(=O)NCCC4=CCCCC4)ccc23)cc1 | -6% | -8%

Retrieved by compound from the list above, 2 records:
SMILES | KB-V1 MDR tox | KB-3-1 tox
CN(C)c1ccc(/C=C2\C=Cc3ccccc32)c(F)c1 | 0% | 0%
COc1cccc(CNC(=O)COC(=O)c2ccc(S(C)(=O)=O)c([N+](=O)[O-])c2)c1 | 5% | -22%

Next part
SMILES | KB-V1 MDR tox | KB-3-1 tox
CCOC(=O)c1ccc(NC(=O)c2c(NCc3ccc(OC)c(OC)c3OC)sc3c2CCC(C)C3)cc1 (stereo not given) | 28% | 10%
O=C(C[n+]1ccncc1Cl)c1ccc(F)cc1 | 7% | 20%
CC(C)Oc1ccc(CNC(=O)C2CCN(C(=O)N3CCOc4ccc(Cl)cc43)CC2)cc1 | u | u
COc1cc(CCC(=O)NCc2ccc3c(c2)CCN3C(=O)c2ccc(F)cc2)cc(OC)c1OC | -15% | -5%
Cc1ccccc1OCC(=O)NCC(=O)OC(c1ccccc1)c1ccccc1 | 3% | 23%
CCCCCCC[n+]1ccc(/C=C/c2c(C)[nH]c3ccccc23)cc1 | -28% | 0.65µM*
CCOc1ccccc1NC(=O)C(=O)NCC(c1cccnc1)N1CCN(c2ccccc2)CC1 (stereo not given) | -2% | u
CCS(=O)(=O)N1CC(=O)N(c2cc(C)cc(C)c2)C(C)(C(=O)NC2CCCCC2)C1 (stereo not given) | 1% | 7%
COc1ccc(CCNC(=O)c2cc3cccc4c3n2CC(C)S4)c(OC)c1OC (stereo not given) | -13% | -28%
Cc1ccc(Nc2nc(Nc3ccc(Cl)cc3)nc(N3CCOCC3)n2)cc1 | -3% | 4%
CC(C)C[C@@H](CN=[N+]=[N-])N1CCN(CCc2ccccc2)CCC1=O | 5% | -7%
Cc1cc[n+](C)c2ccccc12 | 0% | 0%
O=C(Nc1cccc(C(F)(F)F)c1)N1CC2CCCN2c2ccccc21 (stereo not given) | 3% | 11%
COc1ccc(CNC(=O)C(=O)NCC(c2ccco2)S(=O)(=O)c2cccs2)cc1 (stereo not given) | 8% | 6%
COc1ccccc1/C=c1/[nH]c(=O)/c(=C\c2ccccc2OC)[nH]c1=O | u | -3%
OCC1OC(n2cnc3c(NO)ncnc32)C(O)C1O (stereo not given) | 21% | u
CCc1c(C)c2ccccc2[nH]c1=O | 2.3µM* | 4.1µM*
CCOC(=O)c1cc(-c2ccccc2)n(CCCC(=O)Nc2ccc(C)cc2Cl)c1C | -8% | 0%
Cc1ccc(CN2CCC(CNC(=O)c3cnn(-c4ccc(C)cc4)c3C3CCN(C(=O)OC(C)(C)C)CC3)CC2)cc1 | u | 16µM*
CC(=O)Nc1ccc(/C=C2\C=C(C(O)c3ccc(NC(C)=O)cc3)c3ccccc32)cc1 (stereo not given) | -5% | -22%

Of the compounds above, these contain an NH in an aromatic ring.
SMILES | KB-V1 MDR tox | KB-3-1 tox
COc1ccc2cc(C(=O)NCc3ccc4c(c3)CCN4C(=O)c3ccccc3)[nH]c2c1 | 20% | 12%
O=[N+]([O-])c1cccc2[nH]cnc12 | 0% | -2%
Cc1cccc(N2CCN(C(=O)c3cc4ccc5cccnc5c4[nH]3)CC2C)c1 (stereo not given) | -13% | -11%
COC(=O)c1ccc2c(=O)n(CCCCCC(=O)NCc3ccc(Cl)cc3)c(=O)[nH]c2c1 | -6% | -26%
O=C(CCCCCn1c(=O)[nH]c2ccccc2c1=O)NCc1ccc(Cl)cc1 | 11% | -1%
O=C(c1cc(-c2ccc(Br)cc2)n[nH]1)N1CCN(S(=O)(=O)c2ccc(Cl)s2)CC1 | 3% | 6%
CCCCCCC[n+]1ccc(/C=C/c2c(C)[nH]c3ccccc23)cc1 | -28% | 0.65µM*
COc1ccccc1/C=c1/[nH]c(=O)/c(=C\c2ccccc2OC)[nH]c1=O | u | -3%
CCc1c(C)c2ccccc2[nH]c1=O | 2.3µM* | 4.1µM*

Continued:
SMILES | KB-V1 MDR tox | KB-3-1 tox
CCc1ccc(S(=O)(=O)c2cn(CC)c3cc(N4CCOCC4)c(F)cc3c2=O)cc1 | 6% | -3%
CCc1ccccc1NC(=O)CN1CCCN(Cc2cc(C)ccc2C)S1(=O)=O | 2% | -28%
Brc1nc2ncnc(NCc3ccco3)c2[nH]1 | -8% | -9%
Cc1ccc(CNC(=O)c2ccc(Cn3c(SCc4ccc(F)cc4)nc4cccnc43)cc2)o1 | 7% | -9%
CNC(=O)c1ccc2nc(-c3ccco3)c(-c3ccco3)nc2c1 | 0% | 0%
Cc1cc2c(cc3c(SCc4ccc(Cl)cc4)nncn32)o1 | 14% | 17%
O=c1[nH]/c(=C/c2ccc3c(c2)OCO3)c(=O)[nH]/c1=C\c1ccc2c(c1)OCO2 | 50% | u
COCCN1C(=O)c2[nH]nc(-c3ccccc3O)c2C1c1ccc(Cl)c(Cl)c1 (stereo not given) | -23% | -18%

Assay outcomes (PubChem)

A portion of the library; rates above refer to the full screens.
